All columns: NCI-60 one-dose screen, growth in % after 48 h at 10 µM unless noted; 100 = growth as untreated, 0 = no growth, -100 = all killed.
HCT-116: HCT-116 colon cancer | 82,000 tested, 7.3% active
HCC-2998: HCC-2998 colon cancer. 79,000 tested, 4.7% active. AID 1794799
COLO 205: COLO 205 colon cancer. 79,000 tested, 7.3% active
SNB-75: SNB-75 CNS cancer; 79,000 tested, 5% active; AID 1794750
HCT-15: HCT-15 colon cancer; 82,000 tested, 5.2% active; AID 1794746
KM12: KM12 colon cancer cells | 82,000 tested, 5% active | AID 1794800
NCI-H322M: NCI-H322M lung cancer; 80,000 tested, 2.7% active; AID 1794733
HT29: HT29 colon cancer; 81,000 tested, 7.4% active; AID 1794748
SW-620: SW-620 colon cancer; 82,000 tested, 5.2% active
The depositor's hits bear a star; / = not tested or not shown; & = joins results of further samples. Rule for the calls: active = growth percent below 10; inactive = the rest.

SMILES	HCT-116	HCC-2998	COLO 205	SNB-75	HCT-15	KM12	NCI-H322M	HT29	SW-620
CCn1c(SCC(=O)N/N=C/c2ccc(Cl)cc2)nc2c1c(=O)n(C)c(=O)n2C	101	100	110	77	107	101	93	101	98
O=C(CNc1ccc(S(=O)(=O)N2CCCCC2)cc1)N1CCCc2ccccc21	94	63	126	59	106	101	87	86	108
COc1ccc2nc(C)sc2c1	104	100	113	95	108	103	97	104	105
O=C(Cn1c(/C=C/c2cccc([N+](=O)[O-])c2)nc2ccccc2c1=O)Nc1ccccc1	58	120	81	70	66	75	84	71	91
Nc1nc(-c2ccccc2)c2cc[nH]c(=O)c2n1	112	109	117	130	103	112	104	98	107
Brc1ccc(/C=C(/C2=NCCN2)n2cnc3ccccc32)cc1	91	88	106	89	89	98	90	109	98
O=C(O)CCCCCCCCCCN1C(=O)/C(=C/c2cnc(-c3ccc(Cl)cc3)s2)SC1=S	4.9*	82	139	73	26	14	5.4*	96	28
CS(=O)(=O)Nc1cc(-c2ccc3ncnc(Nc4ccc5c(cnn5Cc5cccc(F)c5)c4)c3c2)cnc1Cl	4.1*	2.5*	-20*	-14*	47	14	-5.6*	5.8*	18
COc1ccc(NCc2cccn2Cc2ccccc2)cc1	98	109	117	99	103	100	103	110	102
CCOc1cc(Cl)c(C(C)NC(=O)c2ccccc2)cc1OCC (configuration not stated)	92	97	111	105	101	96	116	114	104
Cc1ccc(C(=O)Nc2ccc(-c3nc(N4CCOCC4)c4c5c(sc4n3)CCCC5)cc2)cc1	92	124	112	97	99	78	96	94	102
CCOC(=O)c1ncc(-c2ccc(C(F)(F)F)cc2)c(NC2CCCCCC2)n1	99	108	98	95	97	96	82	104	99
CC12OC1C(=O)c1ccccc1C2=O (configuration not stated)	96	98	119	73	110	104	111	102	85
CCCCCCCCCCCCCCCCNC(=O)Nc1ccc2ccccc2c1	101	109	103	98	103	111	110	107	94
O=S(=O)(NCCCNc1nccc(-c2c(-c3cccc(F)c3)nc3sccn23)n1)c1ccc(F)cc1	59	116	44	98	45	63	100	46	106
OCCn1cc(-c2nc3ccc4[nH]ncc4c3c3c2CCCC3)cn1	24	54	33	20	26	19	68	20	22
COc1ccc(Cc2noc(-c3cc(OC)c(OC)c(OC)c3)n2)cc1	94	111	107	95	90	/	90	105	103
COc1ccc(/C=N/C2=NNC(C)(c3ccccc3O)N2C(C)C(=O)O)cc1 (configuration not stated)	83	100	112	94	107	103	98	99	109
NC(=O)c1c(NC(=O)c2cccs2)sc2c1CCC(=O)C2	4.1*	73	34	28	16	20	77	46	15
c1csc([C@H](CC2CCCCC2)c2ccc3ccccc3c2)c1	101	99	112	87	98	95	100	96	115

Profiles from above. Values in the order: HCT-116 | HCC-2998 | COLO 205 | SNB-75 | HCT-15 | KM12 | NCI-H322M | HT29 | SW-620
Results for CCOc1cc(Cl)c(C(C)NC(=O)c2ccccc2)cc1OCC (configuration not stated) → 92 | 97 | 111 | 105 | 101 | 96 | 116 | 114 | 104
Results for O=S(=O)(NCCCNc1nccc(-c2c(-c3cccc(F)c3)nc3sccn23)n1)c1ccc(F)cc1 → 59 | 116 | 44 | 98 | 45 | 63 | 100 | 46 | 106
Results for COc1ccc(Cc2noc(-c3cc(OC)c(OC)c(OC)c3)n2)cc1 → 94 | 111 | 107 | 95 | 90 | / | 90 | 105 | 103
Results for O=C(CNc1ccc(S(=O)(=O)N2CCCCC2)cc1)N1CCCc2ccccc21 → 94 | 63 | 126 | 59 | 106 | 101 | 87 | 86 | 108
Results for Nc1nc(-c2ccccc2)c2cc[nH]c(=O)c2n1 → 112 | 109 | 117 | 130 | 103 | 112 | 104 | 98 | 107

Continuation.
SMILES	HCT-116	HCC-2998	COLO 205	SNB-75	HCT-15	KM12	NCI-H322M	HT29	SW-620
COc1ccccc1OCC(O)CN1CCN(c2ccc(C)cc2)CC1 (configuration not stated)	110	98	92	86	109	106	133	108	103
COc1cc2c(c(OC)c1OC)C(=O)CC(c1cccc([N+](=O)[O-])c1)O2 (configuration not stated)	84	117	117	56	71	95	93	110	96
CCOC(=O)C=C(C)C	102	109	122	89	100	109	108	120	107
COc1cccc(NC(=O)NCCNc2nccc(-c3c(-c4ccc(F)cc4)nc4sccn34)n2)c1	68	105	69	48	56	88	115	40	101
COc1ccc(-c2cc(-c3ccccc3)nc(SCCCC(=O)NO)n2)cc1	3.4*	-17*	-23*	-20*	11	17	/	5.9*	2.3*
COc1ccc(C2Nc3ccccc3-n3cccc32)cc1 (configuration not stated)	94	103	126	105	93	99	97	108	100
O=c1[nH]c(Cc2ccccc2)c(Br)c(=O)[nH]1	106	100	106	81	98	109	96	99	102
Cc1ccc(C(C)(C)CC(C)(C)CC(C)(C)C)cc1CSSSSCc1cc(C(C)(C)CC(C)(C)CC(C)(C)C)ccc1C	109	100	106	99	115	102	104	102	115
NC(=O)c1cc(NCc2cc(O)ccc2O)ccc1O	100	110	122	111	105	103	98	96	112
O=S(=O)(NCCNc1nccc(-c2c(-c3cccc(O)c3)nc3sccn23)n1)c1ccc(F)cc1	46	/	38	/	81	57	90	38	103
CCOC(=O)C1=CSC2=NC3=C(CCCC/C3=C\c3ccccc3)C(c3ccccc3)N12 (configuration not stated)	119	95	94	90	102	105	98	94	108
CC(Cc1ccccc1)N=C(N)N (configuration not stated)	87	85	90	98	104	86	89	84	93
CC(C)(C)c1ccc2oc(=O)cc(Cn3cc(CSc4nc5ccccc5o4)nn3)c2c1	104	112	113	98	108	112	104	112	103
O=C1OC(=O)c2c1cccc2[N+](=O)[O-]	101	107	102	90	104	101	102	106	114
ClCc1cccc(CSc2ncnc3c2ncn3Cc2cccc(CCl)c2)c1	-80*	-72*	26	-14*	21	58	101	13	-46*
COc1ccc(-n2cnc3c(oc4ncccc43)c2=O)cc1	99	96	108	87	103	101	88	111	103
C=C(C)[C@@H]1CC[C@]2(C=O)CC[C@]3(C)[C@H](CC[C@@H]4[C@@]5(C)CC[C@H](NC=O)C(C)(C)[C@@H]5CC[C@]43C)[C@@H]12	96	105	110	73	101	101	110	107	106
Brc1ccc(Nc2nnc(-c3ccco3)o2)cc1	107	102	110	93	102	102	100	95	107
CCC(C)c1c(N)n(S(=O)(=O)c2ccc(C)cc2)oc1=O (configuration not stated)	102	/	124	89	100	104	123	94	105
Cc1cccc(OCCCCCl)c1	100	101	101	79	100	108	105	105	100

Five of the compounds above, as a markdown table:
| SMILES | HCT-116 | HCC-2998 | COLO 205 | SNB-75 | HCT-15 | KM12 | NCI-H322M | HT29 | SW-620 |
| --- | --- | --- | --- | --- | --- | --- | --- | --- | --- |
| COc1cccc(NC(=O)NCCNc2nccc(-c3c(-c4ccc(F)cc4)nc4sccn34)n2)c1 | 68 | 105 | 69 | 48 | 56 | 88 | 115 | 40 | 101 |
| O=C1OC(=O)c2c1cccc2[N+](=O)[O-] | 101 | 107 | 102 | 90 | 104 | 101 | 102 | 106 | 114 |
| c1csc([C@H](CC2CCCCC2)c2ccc3ccccc3c2)c1 | 101 | 99 | 112 | 87 | 98 | 95 | 100 | 96 | 115 |
| NC(=O)c1cc(NCc2cc(O)ccc2O)ccc1O | 100 | 110 | 122 | 111 | 105 | 103 | 98 | 96 | 112 |
| Cc1ccc(C(C)(C)CC(C)(C)CC(C)(C)C)cc1CSSSSCc1cc(C(C)(C)CC(C)(C)CC(C)(C)C)ccc1C | 109 | 100 | 106 | 99 | 115 | 102 | 104 | 102 | 115 |

The list continues.
SMILES	HCT-116	HCC-2998	COLO 205	SNB-75	HCT-15	KM12	NCI-H322M	HT29	SW-620
O=S1c2ccccc2Oc2ccccc21	106	108	101	98	112	108	96	115	109
CCOC(=O)c1c(-c2ccccc2)n(-c2ccc(Br)cc2)c2cccc(O)c12	79	94	103	86	90	89	86	83	91
C/C(=N\NC(=S)Nc1ccccc1)c1sc(Nc2ccc(C)cc2)nc1C	86	121	108	89	76	101	104	74	98
O=C(OCc1ccc(Cl)cc1Cl)OCc1ccc(Cl)cc1Cl	107	103	125	82	97	104	81	102	106
O=C(O)CC(C(=O)O)N1C(=O)/C(=C/c2cccnc2)SC1=S (configuration not stated)	99	106	111	96	101	104	106	109	98
Cc1ccc(NC(=O)c2cccc(C(=O)Nc3ccc(C)cc3C)c2)c(C)c1	95	108	90	80	98	100	90	97	118
COc1ccc(C2C(OC)C(=O)N2c2ccc(OC)cc2)cc1 (configuration not stated)	103	/	123	98	97	107	108	102	99
CCCCCCCCCC1=NC(C)(C)CN1CC(C)O (configuration not stated)	89	93	87	72	98	107	110	82	92
CCCCCCCCCCCCOC(=O)/C=C\C(=O)NC(N)=O	68	110	111	82	58	95	111	89	91
CCCCCCN(CCCCCC)CCCCCC	90	103	99	106	103	98	102	77	97
Cc1ccc2c(c1)sc1nc(-c3c[nH]c4ccccc34)c(Nc3ccccc3)n12	104	106	107	90	105	105	106	104	95
O=C1CC(c2ccc(Cl)cc2)Cc2oc3cc(O)c(O)cc3c21 (configuration not stated)	71	97	106	87	43	85	90	91	86
NC12CC3CC(CC(C3)C1)C2	108&100&95	101&91&101	113&120&105	105&80&80	104&108&102	89&101	126&116&112	112&90&99	109&108&110
Cc1ccc(S(=O)(=O)Nc2ccc3cc([N+](=O)[O-])ccc3c2[N+](=O)[O-])cc1	81&84	96&74	97&106	106&80	94&71	92&74	93&93	114&93	93&92
O=C(Nc1ccccc1)n1ncc2cc(Nc3ccnc(Cl)n3)ccc21	87	95	/	103	98	99	89	91	109
CCOC(=O)Nc1cc(F)cc(C(F)(F)F)c1F	104	105	107	87	102	103	101	104	103
CCOC(=O)C/C=C/CC(=O)OCC	112	123	103	102	106	105	103	115	108
COc1cc2c(cc1OC)C1=NNC(=O)C1=NC(C)(C)C2	99	113	106	98	89	104	112	88	109
Oc1[nH]c2ccccc2c1N=Nc1ccccc1	103	88	106	72	80	28	90	104	101
Cc1ccnc2c1ccc1c(C)ccnc12	14	51	4.3*	52	21	24	19	18	30

2 compounds from above, reduced to NCI-H322M.
SMILES	NCI-H322M
O=C(CNc1ccc(S(=O)(=O)N2CCCCC2)cc1)N1CCCc2ccccc21	87
c1csc([C@H](CC2CCCCC2)c2ccc3ccccc3c2)c1	100

The results go on:
SMILES	HCT-116	HCC-2998	COLO 205	SNB-75	HCT-15	KM12	NCI-H322M	HT29	SW-620
CC(CCC(=O)O)(c1ccc(O)cc1)c1ccc(O)cc1	102	92	103	90	95	105	105	103	93
O=CNc1ccccc1	107	112	102	98	111	113	101	105	112
CCCCCCCCCCCCCCCCNC(=O)Nc1ccc(C)c(NC(=O)NCCCCCCCCCCCCCCCC)c1	117	110	116	97	105	113	108	104	107
C=CCCCCCCCCC(=O)OCCCC	101	99	111	94	/	109	89	101	106
CC(=O)Nc1c(Br)cc2c(c1Br)Cc1cc(Br)ccc1-2	47	102	35	74	92	60	88	53	42
COc1ccc(C(=O)CSc2nc(-c3cccnc3)cc(-c3ccc(OC)c(OC)c3)c2C#N)cc1	85	96	95	82	85	94	90	/	100
CSc1nc2[nH]c(=O)cc(O)n2n1	101	100	106	91	102	102	107	104	107
COc1cc(OC)c(S(=O)(=O)NNC(=O)c2ccncc2)cc1C(C)=O	109	109	110	90	98	100	107	102	107
CC(C)N1CCC(CC(O)(c2ccccc2)c2ccccc2)C1 (configuration not stated)	96	111	107	117	103	102	120	107	94
O=C(Nc1ccccc1)c1ccc2c(c1)nc(-c1ccccc1)n2C1CCCCC1	95	97	104	114	92	94	91	68	110
N#CC(COC(=O)Nc1cccc(Cl)c1)OCCO (configuration not stated)	104	101	115	87	104	101	100	98	102
O=C(NCc1ccc(Cl)cc1Cl)C1CCC(=O)N1c1cccs1 (configuration not stated)	79	93	97	78	97	101	104	90	106

Screens: PubChem BioAssay, NCI
